High-throughput results: PubChem BioAssay, Broad Institute
PRC2 inh = EZH2/PRC2 methyltransferase inhibitors, primary screen, biochemical, DELFIA time-resolved fluorescence, single point; PRC2 H3K27 methylation, DELFIA TRF, 1 h; inhibition, % at 12.5 µM; 57,000 compounds, 0.35% hits; AID 651548, 2012;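 active = mean inhibition of replicates at least 50% and every single replicate also reaching 50%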;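 note: dimethyl H3K27 on biotinylated H3 21-44 peptide detected by antibody; plate controls were median neutral control wells for no effect and median positive control wells for full effect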
IDH1 mut inh = inhibitors of IDH1 R132H reductase, primary screen, biochemical, plate reader, single point. diaphorase/resazurin fluorescence, 60 min. inhibition, % at 10 µM. 70,000 compounds, 0.18% hits. AID 624101, 2012; in the data active = inhibition above about 34%;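 note: 0% = DMSO and 100% = no enzyme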
Target sequence (O75874 whole entry R132H): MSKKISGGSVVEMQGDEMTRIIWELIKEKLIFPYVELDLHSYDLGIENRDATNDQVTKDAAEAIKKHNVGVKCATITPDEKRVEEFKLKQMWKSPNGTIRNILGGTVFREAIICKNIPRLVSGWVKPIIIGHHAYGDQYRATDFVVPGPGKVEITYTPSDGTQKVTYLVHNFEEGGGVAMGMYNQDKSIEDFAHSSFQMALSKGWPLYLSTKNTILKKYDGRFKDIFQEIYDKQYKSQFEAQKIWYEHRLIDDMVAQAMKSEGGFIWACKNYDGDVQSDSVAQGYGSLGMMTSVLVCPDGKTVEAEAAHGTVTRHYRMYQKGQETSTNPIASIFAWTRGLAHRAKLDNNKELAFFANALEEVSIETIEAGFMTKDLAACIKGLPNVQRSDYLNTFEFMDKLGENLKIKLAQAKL
Starred values were filed as active, the others as inactive; & = joins results of further samples. Only part of the results is shown, so the mix of outcomes need not match the whole.

C[C@H](CO)N1C[C@H](C)[C@@H](CN(C)Cc2ccc(Oc3ccccc3)cc2)Oc2ccc(NC(=O)Nc3ccc(F)cc3)cc2CC1=O was read as IDH1 mut inh 2.3.
Screening COc1cccc(-c2cnc3c(c2)C(=O)N([C@H](C)CO)C[C@H](C)[C@H](CN(C)C(=O)NC(C)C)O3)c1 returned PRC2 inh 0 and IDH1 mut inh -7.5.
O=C(COc1ccc(Cl)cc1CO)Nc1ccc(F)cc1 was read as PRC2 inh -36 and IDH1 mut inh -0.9.
CC(=O)c1ccc(OC(=O)CCCN2C(=O)c3ccccc3C2=O)cc1 was read as IDH1 mut inh 0.5.
`C[C@@H]1CN([C@@H](C)CO)C(=O)c2cc(Br)cnc2O[C@@H]1CN(C)C(=O)C1CCCCC1` gave PRC2 inh 11&8 and IDH1 mut inh 0.4.
For [N-]=[N+]=Nc1cccc(C(=O)N2CCC3(CC2)C(=O)NCN3c2ccccc2)c1 the results were PRC2 inh 5.
Screening C[C@@H]1CN([C@@H](C)CO)C(=O)Cc2cc(NS(=O)(=O)c3ccc(Cl)cc3)ccc2O[C@@H]1CN(C)Cc1ccc(C(F)(F)F)cc1 returned IDH1 mut inh -2.3.
Screening CCCC#Cc1ccc2c(c1)O[C@@H](CN(C)S(=O)(=O)c1cccc(F)c1)[C@@H](C)CN([C@@H](C)CO)S2(=O)=O returned PRC2 inh 20 and IDH1 mut inh 0.4.
`COc1ccc(NC(=O)Nc2ccc3c(c2)C(=O)N([C@H](C)CO)C[C@@H](C)[C@H](CN(C)C(=O)Nc2cccc4ccccc24)O3)cc1` gave IDH1 mut inh -0.9.
`COCCNC(=O)C[C@H]1C[C@@H]2c3cc(NC(=O)Nc4ccc(C(F)(F)F)cc4)ccc3O[C@@H]2[C@@H](CO)O1` gave PRC2 inh -3 and IDH1 mut inh 0.0.
For COc1cccc(S(=O)(=O)N(C)C[C@H]2Oc3cc(C#CCC(C)C)ccc3S(=O)(=O)N([C@H](C)CO)C[C@H]2C)c1 the results were IDH1 mut inh 0.1.
`Cc1noc(C)c1S(=O)(=O)Nc1ccc2c(c1)C(=O)N([C@@H](C)CO)C[C@H](C)[C@H](CN(C)Cc1ccc(C(F)(F)F)cc1)OCCCC[C@@H](C)O2` gave IDH1 mut inh 4.1.
For C[C@@H]1CN([C@H](C)CO)C(=O)c2cc(NS(=O)(=O)c3cn(C)cn3)ccc2O[C@@H]1CN(C)C(=O)Nc1ccccc1 the results were IDH1 mut inh 0.1.
For COC(=O)C1=CO[C@@H](OC2OC(O)C(O)C(O)C2CO)[C@H]2[C@@H]1C=CC21C=C([C@H](C)OC(=O)/C=C/c2ccc(OC3OC(CO)C(O)C(O)C3O)cc2)C(=O)O1 (stereo partly drawn) the results were IDH1 mut inh 0.3.
Screening Cc1noc(C)c1NC(=O)Nc1cccc2c1O[C@H](CN(C)Cc1ccc(C(=O)Nc3ccccc3N)cc1)[C@@H](C)CN([C@H](C)CO)C2=O returned PRC2 inh -17.
COCCNC(=O)C[C@@H]1C[C@@H]2c3cc(NS(C)(=O)=O)ccc3O[C@@H]2[C@H](CO)O1 was read as PRC2 inh -5 and IDH1 mut inh -0.7.
COc1ccc2nc(Sc3c([N+](=O)[O-])nc(C)n3Cc3ccccc3)[nH]c2c1 was read as PRC2 inh -5 and IDH1 mut inh -0.3.
`CNC[C@H]1OCCCC[C@H](C)Oc2ccc(NS(=O)(=O)c3ccc(C)cc3)cc2C(=O)N([C@H](C)CO)C[C@@H]1C` gave PRC2 inh 6.
Screening CCCC#Cc1cnc2c(c1)C(=O)N([C@@H](C)CO)C[C@@H](C)[C@H](CN(C)C(=O)c1ccc3c(c1)OCO3)O2 returned IDH1 mut inh 0.0.
For COc1ccc(S(=O)(=O)N(C)C[C@@H]2OCCCC[C@@H](C)Oc3ccc(NC(=O)Nc4c(C)noc4C)cc3C(=O)N([C@H](C)CO)C[C@@H]2C)cc1 the results were IDH1 mut inh -0.1.

Part of the list above in order of molar mass, high to low.
Screening C[C@@H]1CN([C@@H](C)CO)C(=O)Cc2cc(NS(=O)(=O)c3ccc(Cl)cc3)ccc2O[C@@H]1CN(C)Cc1ccc(C(F)(F)F)cc1 returned IDH1 mut inh -2.3.
C[C@H](CO)N1C[C@H](C)[C@@H](CN(C)Cc2ccc(Oc3ccccc3)cc2)Oc2ccc(NC(=O)Nc3ccc(F)cc3)cc2CC1=O was read as IDH1 mut inh 2.3.
COCCNC(=O)C[C@@H]1C[C@@H]2c3cc(NS(C)(=O)=O)ccc3O[C@@H]2[C@H](CO)O1 was read as PRC2 inh -5 and IDH1 mut inh -0.7.
COc1ccc2nc(Sc3c([N+](=O)[O-])nc(C)n3Cc3ccccc3)[nH]c2c1 was read as PRC2 inh -5 and IDH1 mut inh -0.3.

The main list resumes, repeating the two entries before the break.
Screening CCCC#Cc1cnc2c(c1)C(=O)N([C@@H](C)CO)C[C@@H](C)[C@H](CN(C)C(=O)c1ccc3c(c1)OCO3)O2 returned IDH1 mut inh 0.0.
For COc1ccc(S(=O)(=O)N(C)C[C@@H]2OCCCC[C@@H](C)Oc3ccc(NC(=O)Nc4c(C)noc4C)cc3C(=O)N([C@H](C)CO)C[C@@H]2C)cc1 the results were IDH1 mut inh -0.1.
Screening C[C@H](CO)N1C[C@H](C)[C@H](CN(C)Cc2ccc(-c3ccccc3)cc2)Oc2ccc(NS(=O)(=O)c3cn(C)cn3)cc2C1=O returned PRC2 inh 2 and IDH1 mut inh -0.2.
`C[C@@H]1CN([C@H](C)CO)C(=O)c2cc(NS(=O)(=O)c3cccs3)ccc2O[C@@H](C)CCCCO[C@@H]1CN(C)S(=O)(=O)c1ccccc1` gave IDH1 mut inh 1.5.
Screening C[C@@H]1CN([C@@H](C)CO)C(=O)Cc2cc(NS(=O)(=O)c3ccc(F)cc3)ccc2O[C@H]1CN(C)S(=O)(=O)c1cccs1 returned IDH1 mut inh 4.0.
CC(C)NC(=O)N(C)C[C@H]1Oc2ccc(NC(=O)C3CC3)cc2C(=O)N([C@@H](C)CO)C[C@H]1C was read as PRC2 inh 3 and IDH1 mut inh 3.0.
Screening COc1ccc(NC(=O)N(C)C[C@H]2OCCCC[C@@H](C)Oc3ccc(NC(=O)Cc4ccccc4)cc3C(=O)N([C@@H](C)CO)C[C@@H]2C)cc1 returned IDH1 mut inh 2.6.
For CCCCCCC/C=N/NC(=O)c1ccccc1O the results were PRC2 inh -8 and IDH1 mut inh 0.5.
C[C@H]1CN([C@@H](C)CO)C(=O)c2cc(Br)cnc2O[C@@H]1CN(C)C(=O)Nc1ccc(C(F)(F)F)cc1 was read as PRC2 inh -3.
COC(=O)C[C@@H]1CC[C@H](NC(=O)c2ccccc2)[C@@H](CO)O1 was read as PRC2 inh 6 and IDH1 mut inh 0.0.
`CCCNC(=O)Nc1ccc2c(c1)OC[C@@H](C)N(Cc1ccc(-c3ccccn3)cc1)C[C@@H](C)[C@H](OC)CN(C)C2=O` gave PRC2 inh -18 and IDH1 mut inh -0.2.
Screening C[C@@H]1CN([C@H](C)CO)C(=O)c2cccc(NC(=O)Nc3ccc(C(F)(F)F)cc3)c2O[C@@H]1CN(C)C(=O)Nc1cccc2ccccc12 returned IDH1 mut inh -5.0.
`Cc1cc(Cl)ccc1NC(=O)CNS(=O)(=O)c1ccc(Br)cc1` gave PRC2 inh 8 and IDH1 mut inh 0.2.
`COc1ccccc1CN1C[C@@H](C)[C@@H](OC)CN(C)C(=O)c2ccc(NC(C)=O)cc2OC[C@H]1C` gave PRC2 inh 2 and IDH1 mut inh 0.0.
For C[C@@H]1CCCCO[C@H](CN(C)Cc2ccc(Cl)c(Cl)c2)[C@@H](C)CN([C@@H](C)CO)C(=O)c2cc(NC(=O)c3ccccc3)ccc2O1 the results were IDH1 mut inh 0.5.
`C[C@@H]1CN([C@@H](C)CO)C(=O)c2ccccc2-c2ccccc2CO[C@H]1CN(C)C(=O)[C@H](Cc1ccccc1)N(C)C` gave PRC2 inh -1.
Cc1noc(C)c1S(=O)(=O)Nc1ccc2c(c1)C(=O)N([C@@H](C)CO)C[C@@H](C)[C@@H](CN(C)C(=O)c1ccccc1)OCCCC[C@@H](C)O2 was read as IDH1 mut inh 0.5.
Screening C[C@@H]1CN([C@@H](C)CO)C(=O)c2cc(NC(=O)CCN3CCOCC3)ccc2O[C@@H]1CN(C)S(=O)(=O)c1ccccc1 returned PRC2 inh 4 and IDH1 mut inh 2.5.
For Cc1ccccc1-c1ccc2c(c1)O[C@H](CN(C)C(=O)C1CC1)[C@@H](C)CN([C@H](C)CO)S2(=O)=O the results were PRC2 inh -7 and IDH1 mut inh -11.
CCCNC(=O)N[C@H]1C=C[C@@H](CC(=O)N2CCN(C)CC2)O[C@@H]1CO was read as PRC2 inh 8 and IDH1 mut inh 0.0.
`C[C@H](CO)N1C[C@H](C)[C@H](CN(C)S(=O)(=O)c2ccccc2)OCCCC[C@H](C)Oc2ccc(N(C)C)cc2C1=O` gave PRC2 inh -3 and IDH1 mut inh 0.2.
`CCCNC(=O)N[C@@H]1C=C[C@@H](CC(=O)NC2CCCCC2)O[C@@H]1CO` gave PRC2 inh 5 and IDH1 mut inh 0.0.

3 records drawn at random from the list so far, as already listed:
COC(=O)C[C@@H]1CC[C@H](NC(=O)c2ccccc2)[C@@H](CO)O1 was read as PRC2 inh 6 and IDH1 mut inh 0.0.
For Cc1ccccc1-c1ccc2c(c1)O[C@H](CN(C)C(=O)C1CC1)[C@@H](C)CN([C@H](C)CO)S2(=O)=O the results were PRC2 inh -7 and IDH1 mut inh -11.
`C[C@H](CO)N1C[C@H](C)[C@H](CN(C)S(=O)(=O)c2ccccc2)OCCCC[C@H](C)Oc2ccc(N(C)C)cc2C1=O` gave PRC2 inh -3 and IDH1 mut inh 0.2.

New compounds follow:
For C[C@H]1CN([C@@H](C)CO)C(=O)Cc2cc(NC(=O)C3CC3)ccc2O[C@H]1CN(C)Cc1ccncc1 the results were PRC2 inh -1 and IDH1 mut inh 0.4.
Screening Cc1noc(C)c1NC(=O)Nc1ccc2c(c1)C(=O)N([C@@H](C)CO)C[C@@H](C)[C@@H](CN(C)S(=O)(=O)c1cccs1)O2 returned IDH1 mut inh 0.4.
Screening C[C@@H]1CN([C@@H](C)CO)C(=O)Cc2cc(NC(=O)Nc3cccc4ccccc34)ccc2O[C@@H]1CN(C)S(=O)(=O)c1cccs1 returned IDH1 mut inh -2.8.
CC(C)NC(=O)N[C@@H]1C=C[C@H](CC(=O)O)O[C@@H]1CO was read as PRC2 inh 3 and IDH1 mut inh -0.1.
Screening C[C@H](CO)N1C[C@H](C)[C@@H](CN(C)Cc2ccncc2)Oc2ncc(/C=C/c3ccccc3)cc2C1=O returned IDH1 mut inh 1.5.
Screening C[C@H]1CN([C@@H](C)CO)C(=O)c2cccc(NS(C)(=O)=O)c2O[C@@H]1CN(C)C(=O)Nc1ccc(C(F)(F)F)cc1 returned IDH1 mut inh 1.1.
For COc1ccc(CNC(=O)N(C)C[C@H]2OCc3ccccc3-c3ccccc3C(=O)N([C@H](C)CO)C[C@H]2C)cc1 the results were PRC2 inh 4.
C[C@H](CO)N1C[C@H](C)[C@H](CN(C)S(=O)(=O)c2cccs2)Oc2c(NC(=O)Nc3ccc(F)cc3)cccc2C1=O was read as IDH1 mut inh -3.1.
`CC(=O)Nc1ccc(NC(=O)C2C3CCC(C3)C2C(=O)O)cc1` (stereo not drawn) gave PRC2 inh -4 and IDH1 mut inh -0.1.
For COc1ccc(C)cc1NC(=O)c1ccc(OCC(=O)Nc2cc(Cl)ccc2Cl)cc1 the results were PRC2 inh 1 and IDH1 mut inh -0.1.
`CC(C)NC(=O)Nc1ccc2c(c1)CC(=O)N([C@H](C)CO)C[C@H](C)[C@@H](CN(C)C(=O)Nc1ccc(C(F)(F)F)cc1)O2` gave IDH1 mut inh 0.6.
Screening COc1cccc(NC(=O)N(C)C[C@H]2Oc3cc(/C=C/c4ccccc4)ccc3S(=O)(=O)N([C@@H](C)CO)C[C@H]2C)c1 returned PRC2 inh 0 and IDH1 mut inh -0.1.
Screening C[C@H]1CN([C@@H](C)CO)C(=O)c2cc(NC(=O)C3CCCCC3)ccc2O[C@@H]1CN(C)C(=O)Nc1ccc(F)cc1 returned PRC2 inh -9 and IDH1 mut inh -4.0.
For COc1ccc(C#Cc2ccc3c(c2)O[C@@H](CN(C)C(=O)Nc2cccc(OC)c2)[C@@H](C)CN([C@@H](C)CO)S3(=O)=O)cc1 the results were PRC2 inh -10.
For C[C@@H]1CN([C@H](C)CO)S(=O)(=O)c2ccc(-c3cccc(C#N)c3)cc2O[C@H]1CN(C)C(=O)c1ccccc1 the results were IDH1 mut inh -1.7.
`COC(=O)c1c(NC(=S)NCc2ccco2)sc2c1CCC2` gave PRC2 inh 4 and IDH1 mut inh -0.8.
`CO[C@H]1CN(C)C(=O)c2ccc(NS(C)(=O)=O)cc2OC[C@H](C)N(C)C[C@H]1C` gave PRC2 inh 16 and IDH1 mut inh 0.1.
For CO[C@H]1CN(C)C(=O)c2ccc(NC(=O)C3CCCCC3)cc2OC[C@H](C)N(Cc2nccs2)C[C@H]1C the results were PRC2 inh -23 and IDH1 mut inh 0.3.
Cc1noc(C)c1S(=O)(=O)Nc1ccc2c(c1)C(=O)N([C@H](C)CO)C[C@H](C)[C@@H](CN(C)C(=O)c1ccncc1)OCCCC[C@@H](C)O2 was read as IDH1 mut inh 2.4.
For C[C@@H]1CN([C@@H](C)CO)C(=O)c2cc(NS(=O)(=O)c3ccccc3)ccc2O[C@@H](C)CCCCO[C@@H]1CN(C)C(=O)CCC(F)(F)F the results were IDH1 mut inh -2.0.
c1ccc(-c2n[nH]c3c2oc2ccccc23)cc1 was read as PRC2 inh 4 and IDH1 mut inh 0.5.
COc1ccccc1-c1cn(CC[C@H]2CC[C@H](NC(=O)c3ccccc3F)[C@H](CO)O2)nn1 was read as PRC2 inh 2 and IDH1 mut inh -0.4.
Screening Cc1noc(C)c1S(=O)(=O)N(C)C[C@@H]1Oc2ccc(NC(=O)Nc3ccc4c(c3)OCO4)cc2CC(=O)N([C@H](C)CO)C[C@H]1C returned IDH1 mut inh -0.1.
